Bioassay records from PubChem BioAssay.
RAD54 branch – RAD54 (human) branch migration inhibition. Q92698. inhibition, % at 10.4 µM. RAD54 Holliday junction branch migration, FAM/BHQ fluorescence. AID 602329. actives 0.14% (n = 360,000);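 active = mean normalized replicate activity at least 40 and at least half of replicates scoring 40 or more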;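 note: 0% = median of neutral control wells and 100% = median of positive control wells; inhibitors cause a drop in the FAM fluorescence signal; in these data hits start at about 50%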
PglD inh – PglD (C. jejuni) enzyme inhibition; purified PglD enzyme, DTNB colorimetric CoA detection; inhibition, % at 12.5 µM; actives 0.098% (n = 360,000); AID 602405; in the data active = inhibition above about 16%, passing the limit was not always enough; note: strong numbers were not always called active
E-selectin induc – E-selectin induction on HUVECs; P16581; HUVEC E-selectin immunofluorescence imaging; normalized: neutral wells 0, TNF-alpha wells 100; activation, % at 7.58 µM; actives 0.37% (n = 260,000);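 active = mean E-selectin-positive cell signal at least 10% of the positive control, reached in at least 60% of replicates, without over 20% cell loss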;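 note: in these data hits start at about 27%; measured in HUVEC primary endothelial cells; signal is the percent of cells scored E-selectin positive by PE staining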
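assay system = HUVEC, human umbilical vein endothelial cells | input = 3,000 HUVEC seeded per well | medium = EGM-2 growth medium on 0.1% gelatin-coated wells | dosing = one compound dose added by pin transfer | signal = immunofluorescence imaging | read-out basis = % PE-positive cells | control set = TNF-alpha, DMSO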
ERAP1 inh – inhibitors of human ERAP1 aminopeptidase; Q9NZ08; recombinant ERAP1, Leu-AMC fluorescence, 60 min; inhibition, % at 10.7 µM; actives 0.15% (n = 340,000); AID 652197;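 active = mean replicate inhibition of at least 30%, or all replicates individually reaching that 30% level; inactive = mean below 30% and not every replicate reaching it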;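 note: 0% = neutral control wells and 100% = L-leucinethiol positive control wells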
Target sequence (Q9NZ08 whole entry, looked up): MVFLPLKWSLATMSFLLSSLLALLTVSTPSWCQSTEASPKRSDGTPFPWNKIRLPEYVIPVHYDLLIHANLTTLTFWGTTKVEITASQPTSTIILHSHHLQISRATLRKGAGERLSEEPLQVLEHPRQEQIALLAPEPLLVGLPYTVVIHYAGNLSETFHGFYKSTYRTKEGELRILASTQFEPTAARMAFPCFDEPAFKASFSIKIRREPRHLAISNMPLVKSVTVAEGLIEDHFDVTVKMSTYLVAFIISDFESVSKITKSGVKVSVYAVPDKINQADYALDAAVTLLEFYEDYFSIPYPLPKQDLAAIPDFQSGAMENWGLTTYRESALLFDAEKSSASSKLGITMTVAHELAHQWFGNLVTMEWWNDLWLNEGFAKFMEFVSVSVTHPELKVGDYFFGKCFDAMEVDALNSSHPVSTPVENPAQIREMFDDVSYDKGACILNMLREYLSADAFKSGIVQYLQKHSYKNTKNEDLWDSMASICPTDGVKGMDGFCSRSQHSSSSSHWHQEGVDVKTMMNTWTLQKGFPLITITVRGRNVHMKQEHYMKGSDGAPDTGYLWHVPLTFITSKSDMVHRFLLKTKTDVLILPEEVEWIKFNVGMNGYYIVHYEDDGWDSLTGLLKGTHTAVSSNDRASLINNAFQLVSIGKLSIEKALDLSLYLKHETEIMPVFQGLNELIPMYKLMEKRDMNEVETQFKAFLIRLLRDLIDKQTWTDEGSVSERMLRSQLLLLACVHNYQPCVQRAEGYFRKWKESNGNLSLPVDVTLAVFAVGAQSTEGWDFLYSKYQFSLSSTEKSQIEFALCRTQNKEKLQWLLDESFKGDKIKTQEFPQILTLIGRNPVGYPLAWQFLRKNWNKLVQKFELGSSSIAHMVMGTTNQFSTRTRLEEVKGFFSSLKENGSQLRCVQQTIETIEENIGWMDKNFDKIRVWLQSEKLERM
miR-122 sensor – miR-122 inhibition in Huh7 cells | Huh7 miR-122 Renilla luciferase sensor, 48 h; neutral wells = 0, positive control = 100 | activation (reporter increase), % at 12.5 µM | actives 0.3% (n = 340,000) | AID 602342;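 active = mean replicate activation score at least 90 and every replicate individually at or above 90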;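 note: higher luciferase means less miR-122 activity so hits act as miR-122 inhibitors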
PGC1a acetyl inh – PGC1a acetylation modulation, inhibitor mode. actives 0.17% (n = 350,000). U2OS PGC1a acetylation, AlphaScreen anti-acetyl-lysine; with virally co-expressed GCN5 acetyltransferase. AID 651687. inhibition, % at 15.6 µM;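 active = every replicate shows inhibition of at least 40%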;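 note: 0% = neutral control wells and 100% = positive control wells; some results beyond the cut were filed as inactive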
RAD52 anneal inh – RAD52 (human) annealing inhibition; P43351; actives 0.46% (n = 360,000); recombinant RAD52 DNA annealing, FRET fluorescence; inhibition, % at 18.7 µM;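 active = every replicate showing at least 50% inhibition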
Cneo AK release – Cryptococcus neoformans lysis via adenylate kinase release; lysis activity, % at 15 µM; C. neoformans lysis, adenylate kinase release luminescence, 4 h; normalised: neutral wells 0, clomiphene wells 100; AID 651654; actives 0.2% (n = 360,000);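 active = mean lysis activity across replicates of at least 80%, whatever share of replicates individually reach that level; inactive = mean lysis activity below 80%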
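Test system: log-phase Cryptococcus neoformans yeast cells; Quantity: yeast cell density of 5 × 10^6 cells/mL; Buffer or medium: YPD; Doses: single compound concentration per well; Timing: 4 h at 37 °C static, read 1 h later; Measured by: AK luminescence; Read-out basis: lysis from increased AK signal; Control set: Clomiphene as positive control.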
The depositor's hits bear a star; · = not tested or not shown; [ ] = remark or other dose. Not a hit list; about 1.4% have a hit in one of these screens.

SMILES	RAD54 branch	PglD inh	E-selectin induc	ERAP1 inh	miR-122 sensor	PGC1a acetyl inh	RAD52 anneal inh	Cneo AK release
COc1ccc(Cl)cc1NC(=O)CC1CCCC1	-4	-16	·	2	-8	-11	-11	-2
CCCn1c(C)cs/c1=N\C(=S)Nc1ccccc1	0	8	0.5	1	0	-4	-1	9
Cc1cc(=O)[nH]c(=S)n1-c1ccccc1	-1	2	·	·	5	-1	·	5
CCOc1ccccc1NC(=O)c1cccc2c1C(=O)N(CCOC)C2	1	3	·	5	6	·	3	-1
COC(=O)C(NC(=O)c1ccccc1)(Nc1nc(C)cs1)C(F)(F)F (stereo not given)	0	1	·	-1	5	-2	-14	-4
O=C(NC1CCCCC1)N[C@H]1CC[C@H](CCNS(=O)(=O)c2ccc(Cl)cc2)O[C@@H]1CO	-4	2	0.2	0	·	-7	10	76
C/C=C/C=C\C(=O)Nc1cccc(C2=NOC3(C2)C[C@@H](C(N)=O)N(C(=O)c2cc([N+](=O)[O-])cc([N+](=O)[O-])c2)C3)c1 (stereo not given in full)	3	0	-0.1	2	-4	1	-11	0
Cc1cccc(OCCn2c(NC(=O)c3ccco3)nc3ccccc32)c1	-1	3	·	·	·	8	·	0
COCCNC(=O)COC(=O)c1cccnc1SC	-4	0	1.7	2	-4	-1	-3	2
O=C(C1CC1)N1CCc2cc(Br)cc(S(=O)(=O)NCCCN3CCCC3)c21	-1	-2	·	·	27	3	·	-1
CC(C1CC2CCC1C2)N1CC(O)=C(c2nc3ccccc3[nH]2)C1=N (stereo not given)	-3	3	0.1	-1	1	-15	-34	0
C=CCNc1nc(-c2sc(NC(C)=O)nc2C)cs1	-1	-3	·	·	-6	6	·	1

Part of the list above in order of length of the SMILES, smallest number first.
SMILES	RAD54 branch	PglD inh	E-selectin induc	ERAP1 inh	miR-122 sensor	PGC1a acetyl inh	RAD52 anneal inh	Cneo AK release
Cc1cc(=O)[nH]c(=S)n1-c1ccccc1	-1	2	·	·	5	-1	·	5
CCOc1ccccc1NC(=O)c1cccc2c1C(=O)N(CCOC)C2	1	3	·	5	6	·	3	-1
COC(=O)C(NC(=O)c1ccccc1)(Nc1nc(C)cs1)C(F)(F)F (stereo not given)	0	1	·	-1	5	-2	-14	-4
CC(C1CC2CCC1C2)N1CC(O)=C(c2nc3ccccc3[nH]2)C1=N (stereo not given)	-3	3	0.1	-1	1	-15	-34	0

(list continues)
SMILES	RAD54 branch	PglD inh	E-selectin induc	ERAP1 inh	miR-122 sensor	PGC1a acetyl inh	RAD52 anneal inh	Cneo AK release
COC(=O)C[C@@H]1CC[C@H]2[C@H](COc3ccc(NC(=O)Nc4cccc(C)c4)cc3C(=O)N2C)O1	5	-3	-0.1	2	-2[16.7 µM]	2	3	-3
Cn1c(=O)c2c(nc(NCc3ccc4c(c3)OCO4)n2Cc2ccccc2Cl)n(C)c1=O	-7	0	·	·	-6	-8	·	5
CS(=O)(=O)N1CC(=O)N2[C@H](CO)[C@@H](c3ccc(C#CC4CCCC4)cc3)[C@H]2C1	·	·	-0.6	-1	·	-11	-8	·
CCN(C(=O)CN1CCOCC1)c1c(N)n(Cc2ccccc2)c(=O)[nH]c1=O	-4	4	·	1	0	-4	-15	-1
C[C@@H]1CCCCO[C@@H](CN(C)C(=O)Cc2ccccc2)[C@@H](C)CN([C@@H](C)CO)C(=O)c2cc(NC(=O)c3ccccc3)ccc2O1	-12	0	·	0	1[16.7 µM]	1	23	-1
CN(C)CCCNC(=O)C[C@@H]1CC[C@H](NS(=O)(=O)c2ccccc2)[C@H](CO)O1	2	0	-0.2	-3	·	-3	-11	6
Cc1ccc(CNC(=O)[C@H](C)N2C(=O)N3CCc4c([nH]c5ccccc45)[C@@]3(C)C2=O)cc1	4	0	·	2	1	-27	-14	-1
C[C@H](CO)N1C[C@H](C)[C@H](CN(C)CC2CCCCC2)Oc2ccc(NC(=O)CCN3CCOCC3)cc2C1=O	7	-2	-0.1	-3	1[16.7 µM]	20	-20	40
COc1ccc(CCNC(=O)CCn2c(=O)c3cccn3c3cccnc32)cc1OC	-1	-5	·	-4	-7	-6	-3	-9
COCCn1c(SCc2nc3ccccc3c(=O)[nH]2)nnc1-c1ccncc1	-5	-1	·	·	-5	6	·	-5
COc1ccc(NC(=O)c2cc(C3CCCCN3C(=O)c3cc(C(C)(C)C)nn3C)on2)c(C)c1 (stereo not given)	0	1	-0.5	-1	7	-4	-6	0
COc1ccc(C(=O)Nc2nnc(Cc3ccc(OC)c(OC)c3)s2)c(OC)c1	2	5	0.0	7	-10	-27	-7	1

Part of the list above with just PGC1a acetyl inh and RAD52 anneal inh.
mol | PGC1a acetyl inh | RAD52 anneal inh
COc1ccc(CCNC(=O)CCn2c(=O)c3cccn3c3cccnc32)cc1OC | -6 | -3
C[C@H](CO)N1C[C@H](C)[C@H](CN(C)CC2CCCCC2)Oc2ccc(NC(=O)CCN3CCOCC3)cc2C1=O | 20 | -20

Other entries
SMILES	RAD54 branch	PglD inh	E-selectin induc	ERAP1 inh	miR-122 sensor	PGC1a acetyl inh	RAD52 anneal inh	Cneo AK release
Cc1ccc(NC(=O)c2cccs2)cc1S(=O)(=O)N(C)C	2	-4	-0.1	7	3	14	-38	-2
C=CCN(CC=C)C(=S)NC(=O)/C=C/c1ccc(OC)cc1	2	3	·	-1	0	-1	-17	-5
CN(Cc1c(C(=O)N/N=C/c2cccc(Cl)c2)nnn1-c1nonc1N)c1ccccc1	6	-10	·	-2	4	-2	-6	2
COc1ccc(N2CCN(S(=O)(=O)c3c(C)nc4scc(C)n4c3=O)CC2)cc1	7	-2	·	1	0	0	6	6
CCOc1ccc(N2C(=O)CC(Sc3nccc(C)n3)C2=O)cc1 (stereo not given)	-4	4	·	1	-5	9	-3	0
CN(C)S(=O)(=O)N1CCC(Oc2cccc(C(=O)NC3CCOC3)c2)CC1 (stereo not given)	4	-4	-0.2	-7	-2	·	-32	5
CCOC(=O)C1CCN(C(=O)COC(=O)c2ccccc2C(=O)c2ccc(Cl)cc2)CC1	-1	-3	·	-1	-2	·	-4	1
C[C@@H]1CN([C@@H](C)CO)C(=O)c2cc(NS(=O)(=O)c3cccs3)ccc2O[C@H]1CN(C)C(=O)Nc1ccc(C(F)(F)F)cc1	2	-4	0.0	-1	-2[16.7 µM]	10	-24	-2
COc1ccc(C(=O)Sc2ccc(C)cc2)cc1OC	11	-1	·	·	1	-19	·	-4
CCN1CCN(CCC(=O)Nc2ccccc2OC)CC1	-2	2	·	2	1	-6	-5	0
CCN(CC)c1ccc(CNc2ccc3c(c2)ncn3C(C)(C)C)cc1	4	1	·	1	·	·	-51	1
O=C(COS(=O)c1ccccc1)Nc1cc(Cl)ccc1N1CCOCC1 (stereo not given)	2	0	·	0	-7	·	7	1
O=C(Nc1ccc(Cl)cc1)N[C@@H]1CC[C@@H](CCn2cc(C3(O)CCCC3)nn2)O[C@H]1CO	-4	2	-0.4	-1	-12[16.7 µM]	-4	12	1
O=C(C1CCCCC1)N1C[C@@H]2[C@H](c3ccccc31)[C@H](CO)N2C(=O)c1ccccc1	-3	4	0.0	1	0[16.7 µM]	4	-5	-4
Cc1nn(-c2ccccc2)c2[nH]c(=O)c(CNc3ccc(N4CCOCC4)cc3)cc12	-13	1	·	·	-1	7	·	8
Cc1c(N=C2SCC(=O)N2/N=C\c2ccc(Br)cc2)c(=O)n(-c2ccccc2)n1C	0	1	0.1	1	6	7	-10	-1
O=C(O)CCCn1cc(NC(=O)c2c(F)cccc2F)cn1	·	·	-0.1	-4	·	-12	8	·
C[C@H](CO)N1C[C@H](C)[C@@H](CN(C)Cc2ccc(Oc3ccccc3)cc2)Oc2c(NC(=O)C3CCCCC3)cccc2C1=O	5	-6	-0.2	0	74[16.7 µM]	-28	6	-2
COc1cccc(CNC(=O)C[C@H]2CC[C@H](NC(=O)C3CC3)[C@@H](CO)O2)c1	2	3	-0.1	3	·	-5	1	-3
O=C(NCC[C@H]1CC[C@H](NS(=O)(=O)c2ccccc2)[C@@H](CO)O1)c1cc(Cl)cc(Cl)c1	3	5	0.9	0	-19[16.7 µM]	-21	-2	2
CCCCC(=O)Nc1cc(C)c2c(=O)oc3ccccc3c2n1	-9	-5	·	·	4	-13	·	0
CC(=O)Nc1ccc(C(=O)OCC(=O)Nc2ccccc2Sc2ccccc2)cc1	-3	0	-1.1	-1	-2	-12	-5	-4
CC1(C)CC(=O)C(C=NC(CCC(N)=O)C(=O)O)=C(O)C1 (stereo not given)	-9	2	·	·	-6	4	·	-2
COc1ccc(OC)c(NC(=O)Nc2c(O)ccc3ccccc23)c1	4	1	-0.1	0	11	·	-3	-2
C[C@@H]1CN([C@@H](C)CO)C(=O)c2cc(NS(=O)(=O)c3ccccc3)ccc2O[C@@H](C)CCCCO[C@@H]1CN(C)Cc1ccccc1	-12	3	1.2	2	7[16.7 µM]	-3	15	-1
COc1cccc(C(=O)Nc2c3c(nn2-c2ccc(Cl)cc2)CS(=O)(=O)C3)c1OC	-13	2	0.8	1	-1	5	2	0
CCn1c2ccc(F)cc2c2nnc(SCCN3CCCCC3)nc21	34	-3	1.5	1	12	5	14	-4
Cc1cc(C)nc(SCC(=O)N/N=C/c2cccnc2)n1	0	·	0.0	-4	·	·	-3	3
C[C@H]1CN([C@@H](C)CO)C(=O)c2cccc(NC(=O)Nc3ccc(F)cc3)c2O[C@@H]1CN(C)C(=O)Nc1ccc(C(F)(F)F)cc1	-8	1	-15	3	-9[16.7 µM]	0	8	-3
C[C@H]1CN([C@@H](C)CO)C(=O)c2ccccc2-c2ccccc2CO[C@@H]1CN(C)C(=O)Cc1ccccc1	6	-2	3.4	1	·	-13	20	44
Cc1ccc(/C([O-])=C(/C(=S)NCCN2CCOCC2)[n+]2ccccc2)cc1[N+](=O)[O-]	-9	0	-0.1	2	1	1	-11	5
O=C(NC1Cc2ccccc2C1)[C@@H]1[C@@H](CO)[C@@H]2Cn3c(cccc3=O)[C@H]1N2Cc1ccccc1F	23	2	-0.2	·	-3[16.7 µM]	9	·	0
CC(C)C(=O)Nc1ccc2c(c1)C(=O)N(C)[C@@H]1CC[C@H](CC(=O)NCC3CC3)O[C@@H]1CO2	8	1	0.0	0	33[16.7 µM]	0	4	-2
CCOC(=O)C1C(=O)NC(SCC(N)=O)=C(C#N)C1c1ccccc1OCC (stereo not given)	-128	1	·	·	-2	-3	·	-1
Cc1ccc(C)c(NC(=O)CSc2n[nH]c(-c3ccncc3)n2)c1	-7	-3	·	·	3	-18	·	2
Cc1nonc1CN(C)C(=O)CC1C(=O)NCCN1Cc1ccccc1F (stereo not given)	-4	5	25	-2	·	·	-11	-8
Cc1ccc(CN(CC(=O)N/N=C/c2ccccc2[N+](=O)[O-])S(=O)(=O)c2ccc(C)cc2)cc1	5	-3	·	·	-7	-1	·	1
CN1/C(=C\C=C2\N=C(c3ccc(F)cc3)OC2=O)C(C)(C)c2ccccc21	-8	1	·	·	4	0	·	0
COc1ccc(-c2cnc3c(c2)C(=O)N([C@H](C)CO)C[C@H](C)[C@H](CN(C)Cc2ccc(C(=O)O)cc2)O3)cc1	1	1	-0.1	0	-1[16.7 µM]	5	-11	-5
CO[C@H]1CN(C)C(=O)c2cc(NC(=O)C3CC3)ccc2OC[C@@H](C)N(Cc2cncnc2)C[C@H]1C	0	-4	-0.2	2	·	3	-5	84*
COc1ccc(OC)c(S(=O)(=O)Nc2ccc3[nH]c(=O)[nH]c3c2)c1	-3	4	·	3	-3	1	-1	0
Cc1ccc(NCc2nnc(SCC(=O)NCc3ccco3)n2CC2CCCO2)c(C)c1 (stereo not given)	1	-2	0.4	·	-2	8	·	0
